High-throughput results as filed in PubChem.
LGR2 inh: inhibitors of bursicon-induced Drosophila LGR2 receptor cAMP signaling | HEK293 LGR2, CRE-luciferase, bursicon-stimulated, 4 h | inhibition, % at 9.99 µM | hit rate 0.35% among 380,000;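 active = drop in luminescence signal, shown as inhibition above about 50% in the replicate tests, limit read from the data, passing the limit was not always enough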;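 note: agonist challenge used bursicon conditioned medium at about half maximal strength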
PglD DTNB: inhibitors of Campylobacter jejuni PglD acetyltransferase; inhibition, % at 12.5 µM; hit rate 0.098% among 360,000; purified PglD enzyme, DTNB colorimetric CoA detection; AID 602405; in the data active = inhibition above about 16%, passing the limit was not always enough; note: strong numbers were not always called active
ERAP1 HTS inh: ERAP1 (human) enzyme inhibition; Q9NZ08; recombinant ERAP1, Leu-AMC fluorescence, 60 min; inhibition, % at 10.7 µM; hit rate 0.15% among 340,000; AID 652197;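 active = mean replicate inhibition of at least 30%, or all replicates individually reaching that 30% level; inactive = mean below 30% and not every replicate reaching it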;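 note: 0% = neutral control wells and 100% = L-leucinethiol positive control wells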
Target sequence (Q9NZ08 whole entry, looked up): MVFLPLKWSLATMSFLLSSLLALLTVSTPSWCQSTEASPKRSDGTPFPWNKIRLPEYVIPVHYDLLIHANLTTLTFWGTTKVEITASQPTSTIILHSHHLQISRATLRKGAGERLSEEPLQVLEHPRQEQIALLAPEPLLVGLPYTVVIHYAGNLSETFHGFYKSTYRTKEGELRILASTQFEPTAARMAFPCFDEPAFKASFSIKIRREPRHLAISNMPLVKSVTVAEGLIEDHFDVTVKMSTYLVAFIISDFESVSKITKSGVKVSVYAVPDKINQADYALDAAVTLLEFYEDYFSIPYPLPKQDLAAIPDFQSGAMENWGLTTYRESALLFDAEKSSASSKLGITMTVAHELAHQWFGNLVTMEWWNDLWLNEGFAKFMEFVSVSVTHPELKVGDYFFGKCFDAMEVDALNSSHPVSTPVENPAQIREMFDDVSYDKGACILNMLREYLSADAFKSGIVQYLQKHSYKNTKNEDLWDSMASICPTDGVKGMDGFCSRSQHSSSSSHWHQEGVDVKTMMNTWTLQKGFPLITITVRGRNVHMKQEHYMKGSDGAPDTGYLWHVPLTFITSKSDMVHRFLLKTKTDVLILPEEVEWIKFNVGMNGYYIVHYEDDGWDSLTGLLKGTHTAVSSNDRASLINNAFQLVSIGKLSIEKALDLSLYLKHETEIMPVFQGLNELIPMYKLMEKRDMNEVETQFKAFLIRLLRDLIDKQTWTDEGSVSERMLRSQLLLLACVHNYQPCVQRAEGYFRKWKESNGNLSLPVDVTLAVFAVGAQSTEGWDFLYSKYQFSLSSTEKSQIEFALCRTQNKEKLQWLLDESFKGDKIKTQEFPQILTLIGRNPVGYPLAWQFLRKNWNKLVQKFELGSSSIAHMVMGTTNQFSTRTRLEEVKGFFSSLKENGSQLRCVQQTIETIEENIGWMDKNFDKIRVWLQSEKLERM
PGC1a acetyl inh: modulators of PGC1a acetylation; inhibition, % at 15.6 µM; AID 651687; hit rate 0.17% among 350,000; U2OS PGC1a acetylation, AlphaScreen anti-acetyl-lysine; with virally co-expressed GCN5 acetyltransferase;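 active = every replicate shows inhibition of at least 40%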;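 note: 0% = neutral control wells and 100% = positive control wells; some results beyond the cut were filed as inactive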
EWS-Fli block: EWS/Fli transcriptional activity inhibition; hit rate 0.67% among 350,000; A673 NR0B1-luciferase reporter, viability-normalised; AID 651661; inhibition, % at 12.6 µM;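 active = mean inhibition of at least 50% after viability correction, with every replicate also passing that limit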;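 note: firefly luciferase signal divided by Alamar Blue viability fluorescence both relative to DMSO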
FN deposition inh: fibronectin deposition inhibition; AH1F fibroblasts, Alexa488-fibronectin deposition fluorescence, overnight; inhibition, % at 12.6 µM; hit rate 0.086% among 350,000; AID 743247;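 active = mean inhibition across replicates of 30% or more, regardless of how many single replicates reach that level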;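 note: positive control wells lacked labelled fibronectin entirely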
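Assay system: AH1F fibroblast monolayer, labelled fibronectin deposition. Amount: 10000 cells per well. Also added: labelled fibronectin 24 nM. Compound: single-point pinned compound. Incubation: cell attachment 1 h, compound and FN exposure overnight. Detection: fluorescence after three HBSS washes, excitation 485 nm, emission 525 nm. Read-out: inhibition of fibronectin deposition signal.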
PAX8 reporter: PAX8 transcriptional activity inhibition | RMG-I TPO-luciferase reporter, SteadyGlo, 24 h | inhibition, % at 12.6 µM | hit rate 1.2% among 360,000 | AID 652154;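 active = mean replicate inhibition at least 60% with every replicate also reaching 60%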;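 note: luciferase light reporting Pax8 driven TPO promoter activity; plate controls were median of neutral control wells for no effect and mitoxantrone controls for full effect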
S100A4 MyoIIA: S100A4-myosin IIA interaction inhibition; S100A4/TAMRA-MyoIIA peptide fluorescence polarization; P26447; AID 652163; inhibition, % at 10.7 µM; hit rate 0.14% among 360,000;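 active = mean inhibition of at least 70% across replicates, with every replicate also reaching that level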
Target sequence (P26447 whole entry, looked up): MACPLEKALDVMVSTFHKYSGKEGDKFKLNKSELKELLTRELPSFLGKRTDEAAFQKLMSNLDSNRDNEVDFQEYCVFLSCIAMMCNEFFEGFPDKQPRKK
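Test system: S100A4 monomer protein; Medium: HEPES pH 7.2 with CaCl2, KCl, NaCl, DTT, Triton; Probe or stimulus: TAMRA-labelled myosin IIA heavy-chain peptide probe, 5 nM; Doses: one dose per compound; Times: polarization read 5 min after assay mix addition, stable 5–60 min; Benchmarks: neutral control DMSO, positive control TFP.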
* marks the source's active call; other numbers are inactive results; / = no result given; & = joins results of further samples.

SMILES	LGR2 inh	PglD DTNB	ERAP1 HTS inh	PGC1a acetyl inh	EWS-Fli block	FN deposition inh	PAX8 reporter	S100A4 MyoIIA
CCN1CCc2c(sc(NC(=S)NC(=O)c3ccc(Cl)cc3)c2C(N)=O)C1	-2	-6	/	8	-7	-5	-3	-19
C[C@@H]1CN([C@@H](C)CO)C(=O)c2c(c3ccccc3n2C)-c2ccccc2CO[C@@H]1CN(C)C(=O)C1CC1	-11	0	-1	-13	6	-9	8	2
Cc1ccc(-c2ccc([C@@H]3[C@H](CO)N4CCCCN(C)C[C@@H]34)cc2)cc1	-23	2	0	-5	-24	/	-5	-4
CC(c1ccccc1)C1CC(=O)N(c2ccc(C(=O)O)cc2)C1=O (stereo unspecified)	20	-1	-3	0	4	/	/	4
CC(C)C(=O)Nc1ccc2nn(-c3ccccc3)nc2c1	27	-3	-2	2	-17	-5	-144	4
N#CCSc1nc2c(sc(=S)n2Cc2ccco2)c(=O)n1-c1ccc(F)cc1	10	1	/	-14	/	7	/	/
COc1ccc(CN(C)C[C@H]2OCCCC[C@H](C)Oc3ccc(NC(=O)C4CCCCC4)cc3C(=O)N([C@H](C)CO)C[C@H]2C)cc1	8	5	3	8	/	-4	17	-3
O=C1c2ccccc2C(=O)N1C1C(=O)N2CCSC12C(=O)OCc1ccccc1 (stereo unspecified)	-1	/	0	/	-3	/	-2	-8
CC(C)[C@H]1COCn2nncc2CC[C@H](C)C(=O)N1	9	/	2	/	-7	-3	-12	5
COCCn1c(C(C)C)nc2ccccc21	17	/	2	/	3	2	-1	4
CC(=O)Nc1cccc(NC(=O)CSc2n[nH]c(-c3ccccc3)n2)c1	-12	5	1	-3	-2	0	10	-2
COC(=O)c1ccc(COc2ccc(/C=N/Nc3cccc(C(=O)O)c3)cc2)cc1	-43	/	4	12	-38	-6	-26	0
Nc1c2c(nc3ccc(Br)cc13)N(Cc1ccccc1)CC2	-1	/	0	/	-3	-1	-3	1
Nc1cc(C(=O)c2ccccc2)ccc1[N+](=O)[O-]	-19	/	-1	-14	9	4	-3	-2
COc1cc(OC)c(C(=S)N2CCCC2)cc1OC	1	1	-3	2	4	-2	-7	-4
OCCNCCCCOc1ccccc1F	-6	4	-3	7	/	4	/	-3
O=C(COC(=O)CCc1c[nH]c2ccccc12)NC1CCS(=O)(=O)C1 (stereo unspecified)	/	-2	/	14	/	2	8	/
O=C(C[C@@H]1CC[C@@H]2[C@H](COC[C@H](O)CN2Cc2cccc(C(F)(F)F)c2)O1)NCc1ccc(Cl)cc1	22&1	2	1	1	5&1	-8&-10	31&-21	1&-3
C[C@H]1CN([C@@H](C)CO)C(=O)c2cc(-c3ccc(F)cc3)cnc2O[C@@H]1CN(C)Cc1cncnc1	13	4	-5	/	-8	5	/	-2
C=CCn1c(O)c(N=NC(=O)CNC(=O)c2ccncc2)c2ccccc21	-6	-4	-3	/	/	3	14	-3
Cc1ccc(OCC(=O)OCC(=O)NC2CC2)cc1C	2	0	1	4	-4	3	-10	-4
COc1ccccc1N1CCN(C(=O)c2ccc(Cl)c(S(=O)(=O)NCc3ccco3)c2)CC1	/	5	/	-18	/	4	43	/
CN(C)C(=O)c1cccc(-c2ccc([C@H]3[C@@H](C#N)N(C(=O)C4CCCC4)[C@H]3CO)cc2)c1	5	/	3	-7	-3	6	/	-22
COc1ccc(-c2ccc3c(c2)O[C@@H](CN(C)CC2CCOCC2)[C@@H](C)CN([C@@H](C)CO)S3(=O)=O)cc1	-8	0	1	1	14	6	/	-2
Cc1ccc(S(=O)(=O)N[C@@H]2CC[C@@H](CCNC(=O)C3CCCCC3)O[C@H]2CO)cc1	13	3	3	-19	2	/	5	-1
O=C(CSc1nnc(NC(=O)C2CC2)s1)Nc1cccc(F)c1	14	0	2	/	-5	8	-4	-5
CCc1nc2ccc(C(=O)N3CCN(C(=O)c4ccco4)CC3)cn2c1N(CC)Cc1cccc(Br)c1	-2	-1	6	/	21	27	20	0
N/C(=N\NC(=O)c1ccc(Cl)cc1)c1cnccn1	-21	/	-1	/	-56	5	-72	10
COc1ccccc1NC(=O)CSc1nc2sc(C)c(C)c2c(=O)n1Cc1ccco1	/	-7	/	-12	/	-2	7	/
O=C(N=C1SC2CS(=O)(=O)CC2N1CCc1ccccc1)C1CCCCC1 (stereo unspecified)	0	2	-6	5	/	-7	-2	7
CN(C(=O)c1ccco1)c1nc(-c2ccccc2)cs1	-11	6	0	6	-97	-1	-226	-2
O=C(CSc1nnc2ccccn12)NCc1ccc2c(c1)OCO2	-7	/	-2	4	8	3	-3	0
O=C(CCNS(=O)(=O)c1ccccc1)Nc1ccccc1	-10	-5	-2	/	-38	3	6	5
O=C(c1cccnc1)N1CC(=O)N2[C@H](CO)[C@@H](c3ccc(/C=C/c4ccccc4)cc3)[C@H]2C1	5	/	2	-4	-3	/	-12	-2
O=C(NCCN1CCOCC1)c1cccc(S(=O)(=O)N2CCCC2)c1	28	-1	2	/	-2	4	6	-6
COc1ccc([C@H]2CC(=O)C=C(c3cccc(Cl)c3)C2)cc1	/	0	0	/	-5	4	-10	-4
CC(=O)Nc1ccc(S(=O)(=O)N2CCN(c3cnn(C)c(=O)c3Cl)CC2)cc1	16	15	0	-3	3	-30	0	-3
O=C(Nc1nncs1)c1cc(S(=O)(=O)N2CCOCC2)ccc1Cl	6	1	-5	3	1	-1	-13	2
CCCNC(=O)N1CC2(CN(S(C)(=O)=O)C2)c2c(n(C)c3cc(OC)ccc23)[C@H]1CO	12	/	0	1	1	/	/	19
S=C(NCc1ccccc1)NCc1ccccc1	0	0	0	-3	4	/	/	-4
COc1cc(-c2nnc(CSc3nnc(Nc4ccc(C(C)C)cc4)s3)o2)cc(OC)c1OC	-5	/	2	0	-17	-4	-15	-3
Cc1c(Cl)cc(C(C)C)c(O)c1CN1CCOCC1	-4	/	0	/	-1	4	7	5
O=C(NCCc1ccccc1)C1CCN(S(=O)(=O)c2cccnc2)CC1	/	3	-1	-1	6	3	2	3
CCOC(=O)C[C@@H]1OC2CCCCC2N1S(=O)(=O)c1ccc(C)cc1 (stereo partly specified)	-5	/	/	/	-4	4	-32	-3
Cc1cccc(S(=O)(=O)N(C)C[C@H]2OCc3cn(nn3)CCCC(=O)N([C@@H](C)CO)C[C@H]2C)c1	-8	0	-1	0	-8	1	/	-1
CC(=O)Nc1ccc(NC(C)=O)c(NC2OCC(O)C(O)C2O)c1 (stereo unspecified)	-1	/	/	-22	-8	0	2	-1
C[C@@H]1CN([C@@H](C)CO)C(=O)c2cc(C3=CCCCC3)cnc2O[C@@H]1CN(C)Cc1ccccc1C(=O)O	-12	2	2	5	3	/	/	2
O=C(Cc1ccncc1)NCC[C@@H]1CC[C@@H](NC(=O)Nc2ccc(F)cc2)[C@H](CO)O1	9	-1	-2	-3	-14	/	-3	-7
CC(C)CC#Cc1ccc([C@@H]2[C@@H](CO)N3C(=O)CN(C(=O)Cc4ccccc4)C[C@@H]23)cc1	11	/	3	11	-14	/	/	4
COCCNC(=O)CN(C(=O)CCC(=O)Nc1ccccn1)c1ccccc1OC	8	-6	-4	15	4	3	-16	-1

(continued)
SMILES	LGR2 inh	PglD DTNB	ERAP1 HTS inh	PGC1a acetyl inh	EWS-Fli block	FN deposition inh	PAX8 reporter	S100A4 MyoIIA
COc1cccc(-n2c(O)c(C=NCc3ccccn3)c3ccccc3c2=O)c1	-5	/	/	/	7	-6	40	4
CSc1ccc2nnc(-c3cccc(F)c3)n2n1	-19	-1	/	-3	/	-9	/	/
Cc1n[nH]c(C)c1CCCCOc1ccccc1F	3	-5	1	1	1	1	-15	-3
CC1CN(/C=C/C=O)C(C)CC1OC(=O)c1ccccc1 (stereo unspecified)	7	0	1	2	15	5	-8	-3
O=C(CCc1nnc(-c2ccsc2)o1)NCc1ccccc1OC(F)(F)F	-12	-3	0	/	-18	11	-22	-2
COc1ccc(S(=O)(=O)Nc2cccc3c2O[C@H](CN(C)C(=O)Nc2cccc4ccccc24)[C@@H](C)CN([C@H](C)CO)C3=O)cc1	6	/	/	-7	4	2	/	/
Cn1c(=O)c(=O)n(C)c2cc(N3CCOCC3)c(NS(=O)(=O)c3ccc(Br)cc3)cc21	0	-1	2	4	/	-11	-17	1
COc1cccc(CNC(=O)C2CCC(=O)N(C3CC3)C2)c1OC (stereo unspecified)	20	-5	-5	-4	/	-4	0	1
O=C(C[C@@H]1CC[C@@H]2[C@H](COC[C@H](O)CN2C(=O)c2ccc(F)cc2)O1)Nc1ccc(-c2ccccc2)cc1	2	0	3	-10	-20	-1	21	6
O=C(CSc1ccccc1)Nc1ccc2sccc2c1	-49	-3	1	0	-49	9	-35	-5

Structural class: the entries above with a thiophene ring, fused or not.
SMILES	LGR2 inh	PglD DTNB	ERAP1 HTS inh	PGC1a acetyl inh	EWS-Fli block	FN deposition inh	PAX8 reporter	S100A4 MyoIIA
CCN1CCc2c(sc(NC(=S)NC(=O)c3ccc(Cl)cc3)c2C(N)=O)C1	-2	-6	/	8	-7	-5	-3	-19
COc1ccccc1NC(=O)CSc1nc2sc(C)c(C)c2c(=O)n1Cc1ccco1	/	-7	/	-12	/	-2	7	/
O=C(CCc1nnc(-c2ccsc2)o1)NCc1ccccc1OC(F)(F)F	-12	-3	0	/	-18	11	-22	-2
O=C(CSc1ccccc1)Nc1ccc2sccc2c1	-49	-3	1	0	-49	9	-35	-5

Other records follow.
SMILES	LGR2 inh	PglD DTNB	ERAP1 HTS inh	PGC1a acetyl inh	EWS-Fli block	FN deposition inh	PAX8 reporter	S100A4 MyoIIA
COCCN(CC(=O)Nc1cccc(C)c1C)C(=O)c1ccc(S(=O)(=O)N2CCOCC2)cc1	11	-6	-4	-1	1	5	14	2
NC(N)=NS(=O)(=O)c1ccc(NC(=S)NC(=O)c2ccc(Br)cc2)cc1	5	/	-5	10	3	-6	-16	-4
O=C(CSc1ccc([N+](=O)[O-])cc1)OCC(=O)N1CCCC1=O	7	-4	3	-2	-1	-3	-6	-2
CO[C@H]1CN(C)C(=O)c2ccc(NS(=O)(=O)c3ccccc3C)cc2OC[C@H](C)N(C)C[C@H]1C	-7	0	2	0	1	/	1	-13
C=CCN1C(=O)C(Cc2ccc(OC)cc2)S/C1=N\N=C\c1cccs1 (stereo unspecified)	-11	1	1	/	/	/	/	-2
COc1ccc(NC(=O)C[C@H]2C(=O)N(CCc3ccccc3)C[C@@H]2Cc2ccccc2)cc1	-17	0	0	/	3	12	-27	-2
CCOc1ccc(NC(=O)c2cccnc2Cl)c([N+](=O)[O-])c1	-2	6	/	-2	/	0	0	/
Cc1cc(=O)oc2cc(OC(C)C(=O)NC3CCN(Cc4ccccc4)CC3)ccc12 (stereo unspecified)	5	9	1	/	8	-2	-1	-3
O=C(C[C@H]1CC[C@H]2[C@@H](COC[C@H](O)CN2C(=O)c2ccccc2F)O1)NCc1ccc(F)cc1	19	-2	-3	13	4	2	-11	/
Cc1ccc(S(=O)(=O)N2CCOCC2)cc1NC(=O)COC(=O)c1ccc(Br)o1	-5	6	-2	9	2	0	7	0
COc1ccc(CNC(=O)CN(C)S(=O)(=O)c2ccc(Br)s2)cc1	12	1	-1	-13	11	-4	-5	-2
O=C(NC(=S)NNC(=O)c1ccco1)c1ccccc1	2	1	2	-5	-4	12	-15	6
CCCCNC(=O)C1c2ccccc2OCC(=O)N1Cc1ccco1 (stereo unspecified)	6	/	0	/	2	-2	7	-14
